TLR9-MyD88 block: inhibitors of TLR9-MyD88 association in cells, primary screen, cell-based, CHO, BLA complementation, fluorescence; Toll-like receptor 9 (Homo sapiens) + Myeloid differentiation primary response protein …; CCF4 FRET ratio; inhibition, % at 4.98 µM; actives 0.21% (n = 340,000);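 active = inhibition above the mean over all tested compounds plus 3 SD, cut at about 21% in these data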;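 note: 0% = DMSO only wells and 100% = clavulanate BLA inhibitor control wells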
SRC1 inh: SRC1 coactivator transcriptional activity inhibitors, primary screen, cell-based, luminescence; Nuclear receptor coactivator 1 (Homo sapiens), Q15788; HEK293 GAL4-SRC1 luciferase reporter; inhibition, % at 3.6 µM; actives 0.12% (n = 360,000); AID 588354, 2011;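 active = inhibition above the campaign mean plus 3 SD, with each screening campaign given its own cutoff, cut at about 60% in these data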;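 note: 0% = DMSO treated cells and 100% = gossypol at 36 µM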
LMP1 NFkB inh: EBV LMP1-driven NF-kappaB luciferase reporter inhibitors, primary screen, cell-based, luminescence, single point; inhibition, % at 12.5 µM; actives 0.69% (n = 350,000); LMP1-induced NF-kappaB luciferase reporter cells; in the data active = inhibition above about 41%;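 note: 0% = neutral control wells and 100% = reference inhibitor control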
LRH-1 inv ag: LRH-1 (NR5A2) inverse agonists, primary screen, cell-based, luminescence, HEK293T, StAR-luciferase reporter; Nuclear receptor subfamily 5 group A member 2 (Homo sapiens), O00482; actives 0.13% (n = 360,000); LRH-1 transfected, 24 h; inhibition, % at 3.6 µM;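 active = inhibition above the mean inhibition of all tested compounds plus 3 SD, cut at about 73% in these data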;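 note: 0% = DMSO wells and 100% = reporter-only cells lacking LRH-1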
Target sequence (O00482 whole entry, looked up): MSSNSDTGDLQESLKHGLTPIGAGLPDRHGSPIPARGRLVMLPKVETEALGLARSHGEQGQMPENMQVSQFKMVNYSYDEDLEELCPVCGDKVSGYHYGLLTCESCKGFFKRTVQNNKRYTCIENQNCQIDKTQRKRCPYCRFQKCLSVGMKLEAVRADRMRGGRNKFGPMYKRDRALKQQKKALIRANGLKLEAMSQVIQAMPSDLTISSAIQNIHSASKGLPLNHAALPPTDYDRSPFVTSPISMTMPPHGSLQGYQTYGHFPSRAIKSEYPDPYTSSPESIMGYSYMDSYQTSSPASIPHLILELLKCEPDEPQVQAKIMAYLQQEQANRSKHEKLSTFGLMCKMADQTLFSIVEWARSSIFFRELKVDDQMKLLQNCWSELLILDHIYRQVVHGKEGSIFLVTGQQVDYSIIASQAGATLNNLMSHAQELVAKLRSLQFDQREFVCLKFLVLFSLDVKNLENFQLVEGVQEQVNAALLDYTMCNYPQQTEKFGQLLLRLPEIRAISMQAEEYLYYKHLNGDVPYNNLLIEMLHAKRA
MC4R antagonist: MC4R antagonists of cAMP signaling, primary screen, cell-based, TR-FRET, antagonist arm of biased-ligand search; MC4R-expressing cells, MTII-stimulated cAMP, LANCE TR-FRET; inhibition, % at 6.5 µM; actives 0.48% (n = 360,000); AID 540295, 2011;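 active = inhibition above its plate's cutoff, the mean of tested wells on that plate plus 3 SD, cut at about 29% in these data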;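 note: 0% = Melanotan II alone and 100% = Melanotan II plus saturating MCL0020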
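Assay system: human MC4R-expressing U2OS cells; reagent: Melanotan II stimulation of cells; dosing: 6.5 µM single dose; timing: compound 30 min, challenge 1 h, detection 1 h; signal: TR-FRET cAMP assay; replicates: one well per compound, no replicates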
NCOA3 inh: SRC3 coactivator transcriptional activity inhibitors, primary screen, cell-based, luminescence; HEK293 GAL4-SRC3 luciferase reporter; actives 0.17% (n = 360,000); Nuclear receptor coactivator 3 (Homo sapiens), Q9Y6Q9; inhibition, % at 3.6 µM;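 active = inhibition above a per-campaign cutoff, the mean of all compounds plus 3 SD, cut at about 60% in these data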;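 note: 0% = DMSO-treated cells and 100% = gossypol-treated cells at 36 µM; higher means less SRC3-driven luciferase light from the GAL4 reporter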
ABHD5 PLIN5 PPI: ABHD5-PLIN5 interaction inhibitors, primary screen, cell lysate, split luciferase complementation, luminescence | Split G. princeps luciferase complementation, 4 h | inhibition, % at 4 µM | Perilipin-5 (Homo sapiens) + 1-acylglycerol-3-phosphate O-acyltransferase ABHD5 (Homo … | actives 0.78% (n = 360,000);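 active = inhibition above the mean inhibition across every tested compound plus 3 SD, cut at about 22% in these data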;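 note: 0% = DMSO only wells and the 100% control is not disclosed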
COUP-TFII inh: NR2F2 transcriptional activity inhibitors, primary screen, cell-based, luciferase reporter, HEK293T, luminescence; COUP transcription factor 2 (Homo sapiens), P24468; HEK293T NGFI-A luciferase reporter; inhibition, % at 8.6 µM; actives 0.7% (n = 370,000);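 active = inhibition above a per-plate cutoff, mean inhibition of test wells between control levels plus 3 SD, cut at about 38% in these data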;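 note: cells cotransfected with COUP-TFII expression vector driving the NGFI-A reporter; 0% = median of COUP-TF2 test wells and 100% = reporter-only cells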
MC4R ag barr: MC4R agonists recruiting beta-arrestin, primary screen, cell-based, luminescence, agonist arm of biased-ligand search | actives 0.98% (n = 360,000) | U2OS MC4R beta-arrestin complementation; percent of melanotan II response, DMSO zero | activation, % at 8.9 µM;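 active = activation above a per-plate cutoff, the mean activation of sample wells on that plate plus 3 SD, cut at about 8% in these data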
SRC2 inh: inhibition of GAL4-SRC2 driven luciferase reporter, primary screen, SRC2 inhibitor project, cell-based, luminescence | Nuclear receptor coactivator 2 (Homo sapiens), Q15596 | HEK293 GAL4-SRC2 luciferase reporter | inhibition, % at 9 µM | actives 0.17% (n = 370,000) | AID 651957, 2012;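 active = inhibition above the mean inhibition of all tested compounds plus 3 SD, set per campaign, cut at about 52% in these data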;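 note: 0% = DMSO treated cells and 100% = cells given Gossypol at 36 µM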
NOD2 RIPK2 PPI: NOD2-RIPK2 binding disruptors in cells, primary screen, fluorescence, CHO cells, BLA complementation; Receptor-interacting serine/threonine-protein kinase 2 (Homo sapiens), O43353; CCF4 ratio; inhibition, % at 4.98 µM; actives 0.38% (n = 360,000); in the data active = inhibition above about 21%;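 note: 0% = vehicle only and 100% = reference blocker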
Target sequence (O43353 whole entry, looked up): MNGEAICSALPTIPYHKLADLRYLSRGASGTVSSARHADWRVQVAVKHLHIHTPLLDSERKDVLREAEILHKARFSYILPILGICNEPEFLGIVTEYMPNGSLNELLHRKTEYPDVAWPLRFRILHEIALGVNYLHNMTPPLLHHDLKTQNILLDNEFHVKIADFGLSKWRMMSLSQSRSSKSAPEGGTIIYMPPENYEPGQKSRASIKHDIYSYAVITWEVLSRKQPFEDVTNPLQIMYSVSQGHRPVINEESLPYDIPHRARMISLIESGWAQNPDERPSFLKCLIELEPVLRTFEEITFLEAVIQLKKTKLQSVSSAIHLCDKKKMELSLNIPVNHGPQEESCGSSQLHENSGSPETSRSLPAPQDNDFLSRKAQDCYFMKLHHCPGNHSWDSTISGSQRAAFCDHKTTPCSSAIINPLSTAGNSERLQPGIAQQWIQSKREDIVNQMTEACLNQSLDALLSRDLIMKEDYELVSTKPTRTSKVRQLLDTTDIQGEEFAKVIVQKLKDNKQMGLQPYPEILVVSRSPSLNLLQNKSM
Active calls of the source: *; nt = no result given.

SMILES	TLR9-MyD88 block	SRC1 inh	LMP1 NFkB inh	LRH-1 inv ag	MC4R antagonist	NCOA3 inh	ABHD5 PLIN5 PPI	COUP-TFII inh	MC4R ag barr	SRC2 inh	NOD2 RIPK2 PPI
Cc1csc(SCCn2c(N3CCOCC3)nc3c2c(=O)[nH]c(=O)n3C)n1	-6.4	1.8	-3.1	20.5	2.5	-2.8	-2.1	5.9	-0.6	8.6	-7.9
CC(=O)Nc1ccc(S(=O)(=O)N2CCN=C2SCc2ccc(F)cc2)cc1	-14.7	-10.1	-12.2	-9.0	0.2	-10.0	4.0	4.9	-1.6	7.4	-1.6
COc1ccc(NC(=O)c2ccc(S(=O)(=O)NCc3cccnc3)cc2)cc1	-6.0	-13.8	-5.1	-19.5	2.7	-7.9	4.4	-7.2	-0.4	-15.5	-5.5
O=[N+]([O-])c1cccnc1Oc1cc(Cl)c(Cl)cc1Cl	3.5	-3.9	0.6	1.7	-4.0	1.8	-1.9	-8.0	0.6	-2.8	-9.4
N#Cc1cccc(C(=O)OCC(=O)N2CCCc3ccccc32)c1	-3.5	-2.5	-4.6	9.5	0.9	-1.4	4.2	-13.7	3.8	-22.7	-0.4
O=C(Nc1ccc(CN2CCOCC2)cc1)c1ccc(N2CCCC2)c([N+](=O)[O-])c1	-8.4	-9.4	-4.5	2.5	-5.6	5.3	-1.6	-16.9	-2.5	-42.5	-3.7
[O-][n+]1c2c(nn1-c1ccc(Cl)c(Cl)c1)-c1nonc1CC2	0.2	-10.8	0.7	6.9	-8.4	10.7	3.5	9.2	-0.4	-32.1	0.6
CN(C)c1ccc(CN2CCC(C(=O)NC(c3ccc(Cl)cc3)c3cnccn3)CC2)cc1 (stereo not given)	nt	-3.0	nt	10.2	18.3	-6.9	4.8	-5.1	-2.4	8.1	6.7
COCCNc1nc(-c2cc(F)ccc2C)c2sc(-c3ccccc3)cc2n1	nt	0.2	nt	18.7	-18.2	-2.4	-9.0	-4.7	1.1	-16.1	-1.2
COC(=O)c1ccc(NC(=O)CCS(=O)(=O)c2ccc3c(c2)NC(=O)C(C)S3)cc1 (stereo not given)	-7.9	-7.3	-7.6	10.3	6.2	5.6	3.0	-7.6	0.7	2.8	-9.6
Cc1cc(C)cc(NC(=O)CN2C(=O)NC(Cc3c[nH]c4ccccc34)C2=O)c1 (stereo not given)	2.5	-11.8	-3.6	4.5	-2.1	15.7	2.7	-10.7	-0.8	16.1	-3.9
Nc1ccccc1C#Cc1ccccc1	-4.2	-125.3	-46.1	-38.5	10.8	-101.0	-3.2	-23.6	-0.1	-71.3	-1.9
CCCn1ncc(CN2CCC(CO)(CC3CCCCO3)CC2)c1C (stereo not given)	3.6	2.1	-6.0	2.1	1.2	5.3	2.7	-6.7	-2.3	-14.0	5.6
CCN(CCO)Cc1cc(=O)oc2cc3c(cc12)CCC3	2.5	-37.0	-3.1	4.9	-7.3	4.4	-5.1	-1.0	-0.5	-16.1	2.5
CCN(C(=O)Cn1c(=O)oc2ccccc21)c1cccc(C(F)(F)F)c1	4.0	0.2	5.5	-1.3	4.0	14.4	-11.3	-23.2	-1.2	-23.3	11.7
CN1C(C(=O)NCc2cccc(Br)c2)CC2Cn3c(nc4cc(Cl)c(Cl)cc43)C21 (stereo not given)	-4.3	-6.5	-4.3	-16.1	5.4	4.5	12.1	-9.5	-0.9	9.6	-15.2
CC1SCC(=O)N(CC(=O)NCc2ccccc2)C1=O (stereo not given)	-1.4	-27.0	2.9	1.5	-0.2	0.0	0.9	-0.7	-0.5	-6.8	-12.5
CCOc1ccc(C(c2nnnn2C(C)(C)C)N2CCN(C(=O)c3ccco3)CC2)cc1 (stereo not given)	2.5	3.9	1.7	21.0	6.6	1.3	2.4	6.2	-1.1	-26.2	-6.6
CCN(CC)S(=O)(=O)c1ccc(N2CCCC2)c(NC(=O)Cc2cc(OC)c(OC)c(OC)c2)c1	-9.2	5.8	2.4	-2.5	4.2	14.0	11.0	-14.4	1.2	-2.9	-6.0
CC1CCN(C(=O)c2ccc(N3CCOCC3)c([N+](=O)[O-])c2)CC1	-1.4	3.6	3.8	-17.1	3.4	-11.7	11.5	-19.6	-0.9	-11.9	5.8
CC(/C=N\N1CCN(Cc2ccc(C)cc2)CC1)=C\c1ccccc1	3.0	5.7	23.8	15.1	-0.8	15.6	-10.7	-15.5	1.0	9.0	10.1
CCc1ccccc1NC(=O)N[C@@H](C)C(=O)O	7.9	-5.8	-6.5	-9.8	13.7	2.8	4.2	0.4	-1.7	-7.1	-14.8
O=C(CN1CCN(C(=O)C2CC2)CC1)Nc1cc(C(F)(F)F)cc(C(F)(F)F)c1	4.7	-3.1	0.5	-3.4	6.8	1.9	13.1	32.1	0.1	16.4	-3.3
Nc1cc(S(=O)(=O)Nc2ccc(Cl)cc2)ccc1N1CCOCC1	4.8	16.1	0.0	15.8	-5.2	25.5	5.2	37.1	-0.9	5.2	-13.9
Cc1cc2nc(-c3ccc[nH]c3=O)[nH]c2cc1C	-7.8	-114.1	-5.2	-126.0	9.9	-134.6	1.1	-23.0	-1.1	-52.8	-3.2

In the list so far, these have an aryl methoxy group:
SMILES	TLR9-MyD88 block	SRC1 inh	LMP1 NFkB inh	LRH-1 inv ag	MC4R antagonist	NCOA3 inh	ABHD5 PLIN5 PPI	COUP-TFII inh	MC4R ag barr	SRC2 inh	NOD2 RIPK2 PPI
COc1ccc(NC(=O)c2ccc(S(=O)(=O)NCc3cccnc3)cc2)cc1	-6.0	-13.8	-5.1	-19.5	2.7	-7.9	4.4	-7.2	-0.4	-15.5	-5.5
CCN(CC)S(=O)(=O)c1ccc(N2CCCC2)c(NC(=O)Cc2cc(OC)c(OC)c(OC)c2)c1	-9.2	5.8	2.4	-2.5	4.2	14.0	11.0	-14.4	1.2	-2.9	-6.0

Remaining list, next part
SMILES	TLR9-MyD88 block	SRC1 inh	LMP1 NFkB inh	LRH-1 inv ag	MC4R antagonist	NCOA3 inh	ABHD5 PLIN5 PPI	COUP-TFII inh	MC4R ag barr	SRC2 inh	NOD2 RIPK2 PPI
COc1ccccc1NC(=S)NCCSc1ccc(C)cc1	4.9	1.2	2.4	3.5	-2.9	13.0	-8.3	10.3	-3.0	-1.4	7.8
O=C1[C@H]2[C@@H](c3ccc(F)cc3)N3C(=O)N(c4ccccc4)C(=O)[C@@]3(Cc3ccccc3)[C@H]2C(=O)N1C1CCCCC1	2.2	-10.9	0.5	-17.2	9.1	-7.9	-10.0	-12.7	-2.2	2.6	-6.6
COc1ccc(-c2ccccc2[C@H]2[C@@H]3C=CC[C@@H](C)[C@@H]3C(=O)N2Cc2ccccc2)cc1	-0.7	8.9	9.4	6.3	8.4	10.6	1.1	21.7	-0.6	-4.9	-2.3
O=C(CCS(=O)(=O)Cc1ccccc1F)NCc1ccccc1Cl	-3.5	11.8	2.2	10.6	2.3	9.9	-6.1	7.3	-0.3	-12.9	-7.2
CCN1CCN(C(=O)C2CCCN(c3ncnc4c3nc3n4CCCCC3)C2)CC1 (stereo not given)	3.4	5.2	-2.3	-2.1	12.6	8.9	12.2	-11.6	1.1	3.3	-8.8
O=C(/C=C/c1ccc([N+](=O)[O-])cc1)Oc1ccc(/C=N/NC(=O)c2ccncc2)cc1	-7.5	9.4	-13.4	5.4	-0.5	-13.2	-0.1	-33.3	-3.6	8.6	-3.9
O=C(Oc1ccc(-c2cnc3ccccc3n2)cc1)c1ccc(Cl)c([N+](=O)[O-])c1	2.1	-17.5	1.0	5.5	15.8	3.5	-0.3	-14.4	-2.0	-21.1	-0.6
Cc1cc(C)c(C#N)c(SCC(=O)C2CC2)n1	nt	-25.6	nt	-3.9	-1.2	-13.5	-6.9	-17.2	-1.0	10.2	2.5
COc1ccc2cc(C(=O)NCc3ccccc3)c(=Nc3ccc(C(=O)O)cc3)oc2c1	-2.3	1.8	-7.2	0.6	9.2	1.8	0.1	13.9	-2.4	-6.2	-1.0
O=C(NCc1ccccc1F)C1CCCN1C(=O)Nc1ccc(F)cc1 (stereo not given)	6.0	-0.6	4.1	5.0	0.8	-0.3	0.8	-12.2	-2.6	25.2	-14.7
CCOC(=O)c1ccc(NC(=O)COc2ccc(S(=O)(=O)NC(C)C)cc2)cc1	-4.9	14.6	12.6	22.6	12.2	19.2	-2.1	19.5	1.0	3.9	-4.1
N#Cc1c(-c2ccccc2)cc(C2CC2)nc1N	4.7	-10.4	0.8	3.2	3.9	-8.3	4.3	-8.1	-0.5	-18.3	-3.5
COCCN(C(=O)CNC(=O)c1cccs1)C(C(=O)NC1CCCC1)c1cccs1 (stereo not given)	-1.2	15.8	-8.1	-4.2	6.2	17.9	-1.8	7.8	-0.7	-12.7	-12.9
COc1ccc(Cn2nnnc2C(c2cc3cc(C)ccc3[nH]c2=O)N2CCOCC2)cc1 (stereo not given)	5.9	-4.7	1.6	10.0	15.1	-0.6	-6.9	7.9	-1.4	4.2	-2.6
Cc1cccc(CSc2nnc([C@@H]3CCCN3C(=O)OC(C)(C)C)o2)c1	2.1	10.0	1.7	18.2	-3.7	-1.9	-9.5	12.9	0.5	-6.3	13.8
Cc1ccc(NC(=O)NC(=O)CN2CCCC2c2ccc3c(c2)OCCO3)cc1C (stereo not given)	-20.3	-22.9	-4.5	-32.5	5.4	-2.2	-15.7	4.2	4.9	2.6	-2.0
CCCc1nc2sc3c(c2c(=O)n1NC(=O)CCC(=O)O)CCCC3	-3.8	3.2	9.7	-3.0	7.4	-2.5	2.6	nt	0.8	nt	-7.0
Cc1cc(C)n(-c2cc(N3CCOCC3)ncn2)n1	9.9	-11.6	-1.2	-9.0	7.3	-21.4	8.0	-3.4	-0.2	-17.1	-0.1
O=C(C[C@@H]1C/C=C\C[C@@H](Cc2ccc(F)cc2)C(=O)OCCNC1=O)NCCO	4.3	-6.5	1.4	0.1	-0.3	3.2	-2.1	-12.1	-0.5	0.3	-5.5
CCOc1cc(C(=O)OCC(=O)Nc2ccc(SC(F)F)cc2)cc(OCC)c1OCC	0.0	-10.5	9.1	0.2	6.4	12.1	-15.4	22.2	2.4	5.4	9.6
COc1cccc(/C=C2\SC(=O)N(CC(=O)NC3CCS(=O)(=O)C3)C2=O)c1 (stereo not given)	-11.8	-2.3	0.7	0.0	-0.1	8.2	-0.1	-0.4	-3.1	-39.0	2.8

Screening data from PubChem.

Some of the compounds tested; rates above refer to the full screens.
